# Source: PubChem BioAssay
# NCOA2 inhibitor: human SRC2 (NCOA2) inhibition; hit rate 0.17% among 370,000; HEK293 GAL4-SRC2 luciferase reporter, luminescence; Q15596; AID 651957; inhibition, % at 9 µM;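 active means inhibition above the mean inhibition of all tested compounds plus 3 SD, set per campaign, cut at about 52% in these data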;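 further: 0% = DMSO treated cells and 100% = cells given Gossypol at 36 µM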
# COUP-TFII inh: inhibitors of human COUP-TFII (NR2F2). hit rate 0.7% among 370,000. inhibition, % at 8.6 µM. HEK293T NGFI-A luciferase reporter, luminescence. P24468;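 active means inhibition above a per-plate cutoff, mean inhibition of test wells between control levels plus 3 SD, cut at about 38% in these data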;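 further: cells cotransfected with COUP-TFII expression vector driving the NGFI-A reporter; 0% = median of COUP-TF2 test wells and 100% = reporter-only cells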
# Target sequence (P24468 whole entry, looked up): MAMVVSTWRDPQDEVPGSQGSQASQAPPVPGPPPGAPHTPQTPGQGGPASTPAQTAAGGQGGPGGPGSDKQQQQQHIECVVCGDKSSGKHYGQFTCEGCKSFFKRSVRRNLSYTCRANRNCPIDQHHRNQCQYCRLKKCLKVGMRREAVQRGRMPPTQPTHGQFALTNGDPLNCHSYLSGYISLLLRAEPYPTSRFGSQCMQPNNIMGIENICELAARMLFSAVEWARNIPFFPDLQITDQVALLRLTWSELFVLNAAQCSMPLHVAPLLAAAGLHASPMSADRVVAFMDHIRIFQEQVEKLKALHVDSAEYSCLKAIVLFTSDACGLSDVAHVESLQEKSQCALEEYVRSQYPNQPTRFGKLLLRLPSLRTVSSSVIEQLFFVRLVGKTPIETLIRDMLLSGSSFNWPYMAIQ
# An asterisk follows results filed as active. An excerpt. The share of hits here may be higher or lower than overall.
SMILES,NCOA2 inhibitor,COUP-TFII inh
O=C(C1CCN(c2ncnc3c2sc2cccc(F)c23)CC1)N1CCCCC1,13,15
CN1C(=O)c2cc(NC(=O)c3ccc(F)cc3)ccc2OC[C@H]2O[C@H](CC(=O)NC3CCC3)CC[C@H]21,-4,-12
COCCCNC(=O)C[C@H]1C(=O)N(Cc2ccc(OC)cc2)C2=CCCCC[C@@]21C(=O)OC,-15,-1
Cc1nn2c(-c3cccc(NC(=O)CN4CCOCC4)c3)nnc2c2ccccc12,-34,-46
CCOC(=O)C(C)(C)CC#CCN(CC#Cc1ccccc1)S(=O)(=O)c1ccc(C)cc1,25,-21
C=CCN1C(=O)[C@@H](CC(=O)NCCCCc2ccccc2)[C@]2(C(=O)OC)CCCCC=C12,1,-30
Fc1ccc(Oc2ccnc(Cl)n2)c(Cl)c1,0,4
Cc1cc2c(s1)c1cnn(CC(=O)NCCc3ccccc3)c(=O)c1n2C,-10,-10
CCOc1ccc(-n2c(SCC(=O)c3ccc4ccccc4c3)nnc2-c2ccc(OC)cc2)cc1,14,14
CCCCOCCCNC(=O)C[C@@H]1C(=O)N(CCc2ccc(Cl)cc2)C2=CCCC[C@]21C(=O)OCC,-8,11
Fc1ccc(CN2CCN(c3ncc(Cc4ccccc4)cn3)CC2)c(Cl)c1,24,51*
O=C(Cn1nnc(-c2ccccc2F)n1)Nc1ccc(Cl)cc1,-29,9
CCOC(=O)N1CCN(C(=O)C[C@H]2C[C@@]3(C(=O)OC)C(=C[C@H](C(C)C)O[C@@H]3C3CC3)N(Cc3ccco3)C2=O)CC1,-21,-24
COc1cccc(-c2ncn(CCc3ccccc3OC)c2CC(C)C)c1,34,11
NC(=O)c1ncn([C@@H]2O[C@H](C(=O)Nc3ccc(Oc4ccccc4)nc3)[C@@H](O)[C@H]2O)n1,7,5
COC(=O)[C@]12C[C@H](CC(=O)N3CCN(C(=O)C4CC4)CC3)C(=O)N(Cc3ccco3)C1=C[C@H](C(C)(C)C)O[C@@H]2C,15,8
C(=CCSc1ccccn1)CSc1ccccn1,-12,-4
O=S(=O)(CC1NCCc2ccccc21)NCc1ccccc1 (stereo not given),-7,-9
CCCCS(=O)(=O)N1CCCc2nc(-c3ccc(OC)cc3)ccc21,4,-12
CN[C@H]1C[C@H]2c3[nH]c4c(-c5ccccc5)cccc4c3CCN2C[C@H]1[C@H](C)O,7,14
C(/C=C\c1ccco1)=NN1CCN(Cc2cccc3ccccc23)CC1,-25,-1
CCCCNC(=O)C[C@@H]1C(=O)N(Cc2ccc(OC)cc2)/C2=C/CCCCC[C@@]21C(=O)OCC,21,-7
Cc1noc(C)c1NC(=O)N(C)C[C@@H]1OCc2cn(nn2)CCCC(=O)N([C@@H](C)CO)C[C@H]1C,-7,4
CCN(CC)C(=O)CC[C@H]1CC[C@]2(CCCN(CC3CC3)C2)O1,27,2
C=CCNC(=O)CN(C(=O)Cc1cccc(OC(F)(F)F)c1)c1cccc(Br)c1,0,4
COCc1cc(N2CCN(C(=O)OC(C)(C)C)C[C@H]2C)ccc1N1CCN(Cc2ccccc2)[C@@H](C)C1,17,18
COc1cccc(NC(=O)C2CCCN2C(=O)NC2CCC(C)CC2)c1 (stereo not given),1,4
O=C1N2Cc3ccccc3C2CS(=O)(=O)N1Cc1ccccc1 (stereo not given),-51,-14
O=C(O)c1cccc(C(=O)O)c1S(=O)Cc1ccccc1 (stereo not given),-25,-17
O=C(NCCc1c[nH]c2ccccc12)OCc1cn(-c2ccc(F)cc2F)nn1,-2,6
COc1ccc(C2C(C(=O)N3CCCCC3C)CC(=O)N2c2ccc(OC)cc2)cc1 (stereo not given),-5,15
O=C(NCc1ccccc1)C1=C[C@@H](c2csc3ccccc23)C[C@@H](OCCCCO)O1,-16,24
O=c1c2cc3cc4c(cc3nc2ncn1Cc1cccnc1)OCO4,-25,3
Cc1ccccc1Cn1ccc2ccc(-c3ccc4ccn(Cc5ccccc5)c4c3)cc21,-29,5
COC(=O)[C@@]1(Cc2ccc(OC)cc2)[C@H]2c3cc(C(=O)N4CCCC4)n(C[C@H](O)CO)c3C[C@H]2CN1C(=O)c1ccccc1,-2,-8
C#CCN1CC(N(C)CCOC(=O)c2ccc([N+](=O)[O-])cc2)CS1(=O)=O (stereo not given),-10,5
CC(=O)NC1CCCCN(Cc2cccc(F)c2)C1=O (stereo not given),-18,-26
COc1ccc(-c2ccc3c(n2)CCCN3S(=O)(=O)c2cccs2)cc1,9,-8
CC(=O)C1=C(C)N(Cc2ccc(F)cc2)C(=S)NC1c1cccc(Cl)c1 (stereo not given),-4,20
Cc1ccc(S(=O)(=O)NC(=O)ON=Cc2ccc3c(c2)OCO3)cc1,-6,-7

# Reformatted: 26 of the compounds above.
NCOA2 inhibitor	COUP-TFII inh	smiles
-21	-24	CCOC(=O)N1CCN(C(=O)C[C@H]2C[C@@]3(C(=O)OC)C(=C[C@H](C(C)C)O[C@@H]3C3CC3)N(Cc3ccco3)C2=O)CC1
34	11	COc1cccc(-c2ncn(CCc3ccccc3OC)c2CC(C)C)c1
7	5	NC(=O)c1ncn([C@@H]2O[C@H](C(=O)Nc3ccc(Oc4ccccc4)nc3)[C@@H](O)[C@H]2O)n1
15	8	COC(=O)[C@]12C[C@H](CC(=O)N3CCN(C(=O)C4CC4)CC3)C(=O)N(Cc3ccco3)C1=C[C@H](C(C)(C)C)O[C@@H]2C
-12	-4	C(=CCSc1ccccn1)CSc1ccccn1
-7	-9	O=S(=O)(CC1NCCc2ccccc21)NCc1ccccc1 (stereo not given)
4	-12	CCCCS(=O)(=O)N1CCCc2nc(-c3ccc(OC)cc3)ccc21
7	14	CN[C@H]1C[C@H]2c3[nH]c4c(-c5ccccc5)cccc4c3CCN2C[C@H]1[C@H](C)O
-25	-1	C(/C=C\c1ccco1)=NN1CCN(Cc2cccc3ccccc23)CC1
21	-7	CCCCNC(=O)C[C@@H]1C(=O)N(Cc2ccc(OC)cc2)/C2=C/CCCCC[C@@]21C(=O)OCC
-7	4	Cc1noc(C)c1NC(=O)N(C)C[C@@H]1OCc2cn(nn2)CCCC(=O)N([C@@H](C)CO)C[C@H]1C
27	2	CCN(CC)C(=O)CC[C@H]1CC[C@]2(CCCN(CC3CC3)C2)O1
0	4	C=CCNC(=O)CN(C(=O)Cc1cccc(OC(F)(F)F)c1)c1cccc(Br)c1
17	18	COCc1cc(N2CCN(C(=O)OC(C)(C)C)C[C@H]2C)ccc1N1CCN(Cc2ccccc2)[C@@H](C)C1
1	4	COc1cccc(NC(=O)C2CCCN2C(=O)NC2CCC(C)CC2)c1 (stereo not given)
-51	-14	O=C1N2Cc3ccccc3C2CS(=O)(=O)N1Cc1ccccc1 (stereo not given)
-25	-17	O=C(O)c1cccc(C(=O)O)c1S(=O)Cc1ccccc1 (stereo not given)
-2	6	O=C(NCCc1c[nH]c2ccccc12)OCc1cn(-c2ccc(F)cc2F)nn1
-5	15	COc1ccc(C2C(C(=O)N3CCCCC3C)CC(=O)N2c2ccc(OC)cc2)cc1 (stereo not given)
-16	24	O=C(NCc1ccccc1)C1=C[C@@H](c2csc3ccccc23)C[C@@H](OCCCCO)O1
-25	3	O=c1c2cc3cc4c(cc3nc2ncn1Cc1cccnc1)OCO4
-29	5	Cc1ccccc1Cn1ccc2ccc(-c3ccc4ccn(Cc5ccccc5)c4c3)cc21
-2	-8	COC(=O)[C@@]1(Cc2ccc(OC)cc2)[C@H]2c3cc(C(=O)N4CCCC4)n(C[C@H](O)CO)c3C[C@H]2CN1C(=O)c1ccccc1
-10	5	C#CCN1CC(N(C)CCOC(=O)c2ccc([N+](=O)[O-])cc2)CS1(=O)=O (stereo not given)
-18	-26	CC(=O)NC1CCCCN(Cc2cccc(F)c2)C1=O (stereo not given)
9	-8	COc1ccc(-c2ccc3c(n2)CCCN3S(=O)(=O)c2cccs2)cc1

# Next entries follow:
SMILES,NCOA2 inhibitor,COUP-TFII inh
CCOC(=O)C1CCCN(c2cc(NCCCO)c([N+](=O)[O-])c3nonc23)C1 (stereo not given),-9,-12
Cc1nnc2n1N=C(c1ccc3c(c1)NC(=O)CO3)CS2,-2,-2
C[C@H](O)[C@@H]1CN2CCc3ccc(N4CCOCC4)cc3[C@@H]2C[C@@H]1N(C)C(=S)NCCc1ccccc1,3,16
COC(=O)[C@]12CCCCC=C1N(Cc1ccc(OC)cc1)C(=O)[C@@H]2CC(=O)NCc1ccccc1,4,-6
CCN1CCCCC(NC(=O)c2ccccc2)C1=O (stereo not given),-28,-10
COc1ccc(-n2c(SCC(=O)NCCCSC)nnc2-c2ccncc2)cc1,-14,-11
COc1ccc(-c2cc(-c3nnc4sc(-c5cccs5)nn34)[nH]n2)cc1,-51,-28
C[C@H]1C(c2ccccc2F)O[C@]2(C[C@H](O)c3c(ccc4ccccc34)O2)C[C@@H]1O (stereo not given in full),-2,-2
COC(=O)[C@H](C)N(Cc1cn(Cc2ccccc2)nn1)S(=O)(=O)c1ccccc1Br,4,18
CN(Cc1ccccc1)S(=O)(=O)c1cccc(C(=O)OCc2cccc([N+](=O)[O-])c2)c1,-4,-9
CCc1c(-c2ccc(Cl)cc2)ncn1CCc1ccccc1OC,-63,-20
COC(=O)[C@@]12CCCCC3=C1N(CCC3)C(=O)[C@H]2CC(=O)N1CCSCC1,-14,-11
CCN(CC)CCCNC(=O)c1cn(C(C)c2ccccc2)nn1 (stereo not given),3,-5
COc1ccc(/C=C2\CC3(OC(=O)C4CCCC4)CCCN2C3)cc1 (stereo not given),-39,-9
CCN1CCN(c2c(S(=O)(=O)c3ccc(Cl)cc3)cnc3ccccc23)CC1,4,11
Cc1ccc(-n2c(SCc3cccc4ccccc34)nnc2-c2ccccn2)cc1,11,14
S=C1NCCOc2ccccc21,-28,14
COc1ccc(S[C@]2(C(=O)N3CCN(c4ncccn4)CC3)CC(=O)N(c3ccc(C#N)cc3)[C@@H]2c2ccc(OC)cc2)cc1,-35,11
O=C(Nc1nc(-c2ccco2)c(-c2ccco2)s1)c1cnccn1,-8,2
CCOC(=O)C1=CCN(S(=O)(=O)c2ccc([N+](=O)[O-])cc2)C1c1ccc(C)cc1 (stereo not given),-19,-6
O=C(OC12CCCN(C1)/C(=C/c1ccc(Cl)cc1)C2)c1ccno1 (stereo not given),-12,-2
CC(=O)C1=C(C)N(Cc2ccc(Br)cc2)C(=S)NC1c1cccc(Br)c1 (stereo not given),-4,-2
O=C(CSc1nnc(-c2ccco2)n1-c1ccc(Cl)cc1)Nc1cccc2ccccc12,33,16
C[C@@H]1CN([C@@H](C)CO)C(=O)CCCn2cc(nn2)CO[C@H]1CN(C)S(C)(=O)=O,-12,15
COCCCN1C(=O)[C@H](CC(=O)NCCCCc2ccccc2)[C@]2(C(=O)OC)CCCCC=C12,-7,2
O=C(Cc1ccc(NC(=O)C2CCCN(C(=O)c3ccccc3)C2)cc1)Nc1cccc(C(=O)N2CCCCC2)c1 (stereo not given),15,-21
COc1ccc(CCNC(=O)c2ccc3c(c2)ncn3C2CCCCC2)cc1,-6,-12
COc1ccc(CN(CCN2CCOCC2)C(=O)c2ccc(F)cc2F)cc1OC,-8,-23
COC(=O)C[C@@H]1CC[C@H]2[C@@H](COc3ccc(NC(=O)Nc4ccc(C)cc4)cc3C(=O)N2C)O1,-42,-12
CC(C)C[C@H]1COc2cccc(N3CCCC3)c2S(=O)(=O)N1,9,10
COc1ccc(-n2cnnc2SC(C)c2nc3sc(C)c(C)c3c(=O)[nH]2)cc1 (stereo not given),0,14
COC(=O)C1=C(C)N(Cc2cccc(C(F)(F)F)c2)C(=NCc2ccc(C(F)(F)F)cc2)NC1c1cccc(C(F)(F)F)c1 (stereo not given),-23,-6
Nc1[nH]c(C(=O)c2ccccc2)c(-c2ccc3c(c2)OCO3)c1C(=O)NCCc1c[nH]c2ccccc12,-12,-4
CCCCCCCCN1CCS(=O)(=O)N(Cc2ccc(C(F)(F)F)cc2)C(C(=O)OC)C1 (stereo not given),19,7
O=c1c2ccccc2[nH]n1[C@@H](Cc1ccccc1)Cn1cc(-c2ccc(-c3ccccc3)cc2)nn1,-23,-86
Cc1ccc(Cn2cc(CN(C(C)(C)C)S(=O)(=O)c3ccc(F)cc3Br)nn2)cc1,28,16
Cc1cc(C)n(-c2nc(Nc3ccccc3C)nc(-n3nc(C)cc3C)n2)n1,-20,6
COC(=O)C1=C(C)N(Cc2ccc(C(F)(F)F)cc2)C(=NCc2ccc3c(c2)OCO3)NC1c1ccccc1 (stereo not given),-17,-12
CCOc1ccccc1C(=O)N1CCC[C@@H]1C(=O)N1CCC[C@H]1C(=O)NCc1ccccc1,-5,-2
Cc1cc2nc(-c3cccnc3SCC(=O)NC3CC3)[nH]c2cc1C,-41,-29

# A section taken from the entries so far, as a working copy:
SMILES,NCOA2 inhibitor,COUP-TFII inh
CCOc1ccccc1C(=O)N1CCC[C@@H]1C(=O)N1CCC[C@H]1C(=O)NCc1ccccc1,-5,-2
Cc1cc2nc(-c3cccnc3SCC(=O)NC3CC3)[nH]c2cc1C,-41,-29

# Next section
SMILES,NCOA2 inhibitor,COUP-TFII inh
CCCCCN1CCCCC(NC(=O)c2cccc(F)c2)C1=O (stereo not given),-7,-5
CCc1c(-c2ccc(F)cc2)ncn1CCc1ccccc1OC,-75,-9
CC1(C)Oc2ccc(C(=O)NC3CCCC3)cc2NC1=O,10,13
O=C(CSc1nnc(COc2ccccc2)n1Cc1ccco1)c1ccc2ccccc2c1,1,36
